Screens as filed in PubChem BioAssay.
Sm TGR inh – qHTS Assay for the Inhibitors of Schistosoma Mansoni Peroxiredoxins; Schistosoma mansoni thioredoxin glutathione reductase (TGR), Q962Y6; purified TGR, DTNB reduction, TNB absorbance 405 nm; Potency, µM (top dose mostly 114 µM), for the others: at the highest dose activity change, negative = inhibition, usual class: inhibitors; actives 3% (n = 360,000); AID 485364, 2010; active = well fitted inhibition curve with a large enough effect; inconclusive = small, poorly fitted or top-dose-only effect; inactive = no such curve, though single readings can be large or run the other way; also: nearly all actives have a fitted effect of over 60% in size
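First, TGR (20 nM dispensed) and NADPH were mixed with compound. Second, a 15 min room-temperature incubation followed. Third, further NADPH and then DTNB were added to start the reaction. Finally, TNB absorbance was monitored kinetically.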
* = called active by the depositor; ? = inconclusive. % is scaled to controls: 0 for no effect and ±100 for the full control effect; potency is read from the fitted curve at half-maximal effect. Not all compounds are listed. The share of hits here may be higher or lower than overall.

SMILES	Sm TGR inh
O=C(Cn1cc(SCc2ccc(F)cc2)c2ccccc21)N1CCCCC1	-8.2%
Cc1ccc(S(=O)(=O)N2CCN(Cc3ccccc3Cl)CC2)cc1	11.3%
Cc1cc(C(=O)NCc2ccccc2)c2c(C)nn(-c3cccc(Cl)c3C)c2n1	6.3%
Cc1cc(Cl)ccc1NC(=O)CN1C(=O)COc2ccc(S(=O)(=O)N3CCC(C)CC3)cc21	0.3%
CCc1ccccc1N(CC)C(=O)c1cc2c(s1)-c1ccccc1SC2	10.8%
CN(C1CCCCC1)S(=O)(=O)c1ccc2c(c1)c(=O)c(C(=O)N1CCN(c3ccccc3F)CC1)cn2C	-10.1%
CCOC(=O)c1c(S(=O)(=O)N2CCC(C(=O)N3CCN(c4cccc(C)c4C)CC3)CC2)c(C)n(C)c1C	-5.4%
Fc1ccc(NCc2nc3ccccc3n2CCOc2ccccc2Cl)cc1	-12.1%
COc1ccc2c(Sc3ccc(C)cc3)c(C(=O)NC(C)C)[nH]c2c1	-0.9%
CCCCN(CCCC)CCNC(=O)c1cc(-c2cccnc2)nc2ccc(S(=O)(=O)N3CCC(C)CC3)cc12	14.9%
Cc1ccc2oc3c(c(=O)c2c1)C(c1cccc(O)c1)N(Cc1ccccc1Cl)C3=O (stereo unspecified)	-4.9%
COCCCNC(=O)CCCn1c(SCC(=O)c2ccc(F)cc2)nc2c(sc3ccccc32)c1=O	-11.8%
CCOCCc1nnc(NC(=O)C(=O)c2cc(C)n(-c3cccc(C)c3)c2C)s1	7.9%
CCOC(=O)c1c(C)n(-c2ccccc2)c2ccc(OC(=O)c3ccccc3NC(=O)C(C)C)cc12	1.2%
COc1cc(Cl)c(NC(=O)CCS(=O)(=O)c2ccc3c(c2)NC(=O)CO3)c(OC)c1	-3.1%
COC(=O)c1ccc(NC(=O)CSc2nc3cc4ccccc4cc3[nH]2)cc1	-0.6%
CCC(CC)c1nn2c(=O)cc(COc3ccc(NC(=O)c4ccc(C)cc4)cc3)nc2s1	0.8%
CCC1CN(C(=O)N2CCC(C(=O)NCCC3=CCCCC3)CC2)c2cc(C)ccc2O1 (stereo unspecified)	3.0%
CCOc1ccc(-c2cccc(NS(=O)(=O)c3ccc(C)s3)c2)nn1	4.8%
CN(C(=O)CSc1nc2ccc(NC(=O)c3cccs3)cc2s1)c1ccccc1	-0.1%
Cc1cccc(NC(=O)CSc2nc3ccccc3nc2N2CCOCC2)c1C	2.2%
CCOC(=O)c1ccc(NC(=O)c2cn(-c3ccccc3)nc2-c2ccc(C)cc2)cc1	-3.6%
COc1ccc(Cn2ccc3nc(C)c(C(=O)Nc4cc(C)cc(C)c4)cc3c2=O)cc1	-0.5%
CC(C)c1cnc2c(c1SCC(=O)Nc1cccc([N+](=O)[O-])c1)c(=O)n(C)c(=O)n2C	6.6%
Cc1nn2c(=O)cc(COC(=O)c3ccc(F)cc3)nc2s1	-4.2%
Next part
SMILES	Sm TGR inh
Cc1ccc(CNC(=O)c2nn(-c3ccc(Cl)cc3)nc2CO)cc1	6.8%
COc1cccc(CSc2nc3n(n2)C(c2cccs2)C(C(=O)Nc2ccccc2C)=C(C)N3)c1 (stereo unspecified)	0.7%
COc1ccc(NC(=O)Cn2c(CCC(=O)O)ccc2-c2ccccc2)cc1Cl	-23.3%
CCCSC1=NC2(CCN(C(=O)NC3CCCCC3)CC2)N=C1c1ccc(OC)cc1	-0.5%
CCC1CCCCN1CCCNC(=O)c1cc2c(=O)n(CC)c3ccccc3c2s1 (stereo unspecified)	-10.5%
COc1ccc(-c2nc(SCC(=O)NCCc3ccc(OC)c(OC)c3)n[nH]2)cc1	9.1%
COc1ccc(-c2ccc(CCC(=O)O)n2-c2ccccc2C(F)(F)F)cc1	?
O=c1c2c3c(sc2n(Cc2ccc(F)cc2Cl)c(=O)n1-c1ccc(Cl)cc1)CCC3	-3.4%
CCOc1ccc(NC(=O)C(C)Sc2nc3ncccc3o2)cc1 (stereo unspecified)	-2.2%
CCn1c(=O)n(-c2ccc(F)c(Cl)c2)c(=O)c2sc3ccccc3c21	-2.4%
CC(=O)c1ccc(NC(=O)CCc2c(C)nc3c(c2C)c(=O)n(C)c(=O)n3C)cc1	-0.3%
COc1ccc(NC(=O)CSc2c(C(C)C)cnc3c2c(=O)n(C)c(=O)n3C)c(OC)c1	0.3%
Cc1ccc(N(CC(=O)Nc2ccc(OC(F)(F)F)cc2)S(=O)(=O)c2c(C)noc2C)cc1	10.6%
O=C(CSc1oc(-c2ccccc2)nc1S(=O)(=O)c1ccccc1)c1ccccc1	0.6%
CC1CCCN(C(=O)c2cc3c(=O)n(C)c4ccccc4c3s2)C1 (stereo unspecified)	7.0%
CCOc1ccc(C2CC(=O)Nc3c2c(=O)[nH]c2ncnn32)cc1 (stereo unspecified)	-1.2%
CN(C)c1ccc(/C=C(\C#N)c2nc3ccccc3c(=O)[nH]2)cc1	-3.8%
CCCN(C(=O)c1cc(S(=O)(=O)N2CCc3ccccc32)cn1C)c1ccc(OCC)cc1	-1.8%
Cc1ccccc1NC(=O)c1c(NC(=O)c2ccccc2)sc2c1CCC2	4.2%
CC(C)Oc1ccc(C(=O)N(Cc2ccco2)Cc2cccs2)cc1	-7.9%
CCc1cnc2c(c1SCC(=O)Nc1ccc(C(=O)OC)cc1)c(=O)n(C)c(=O)n2C	5.8%
Cc1ccc(-n2nc(C)c3c(C(=O)O)cc(C)nc32)cc1	-0.9%
Cc1cc(Cl)ccc1OCC(=O)Nc1c(C(=O)c2ccccc2)oc2ccccc12	2.5%
OCCN1CCN(c2ncnc3c2cnn3-c2cccc(Cl)c2)CC1	-1.5%
O=C(Cn1ncc2c([nH]c3ccccc32)c1=O)Nc1cccc(C(F)(F)F)c1	4.8%
(more compounds)
SMILES	Sm TGR inh
CCCC(=O)Nc1cc(-c2nc3cccnc3s2)ccc1C	4.5%
CCCc1cc(=O)[nH]c(SCc2nc(-c3ccccc3)no2)n1	9.1%
CC(C)c1nn2c(=O)cc(COC(=O)c3cccc(NC(=O)CCc4ccccc4)c3)nc2s1	-3.3%
COc1ccc(S(=O)(=O)NCCc2csc(-c3cccc(F)c3)n2)cc1OC	-1.8%
Cc1ccccc1C1CC(=O)Nc2ccc3ccccc3c21 (stereo unspecified)	5.3%
Cc1csc2nc(COC(=O)c3ccccc3NC(=O)c3ccccc3Cl)cc(=O)n12	1.8%
CCOC(=O)c1c(C)oc2nc(C)nc(NCCCN3CCN(c4cccc(C)c4)C(C)C3)c12 (stereo unspecified)	-5.8%
COc1ccc(N2CCN(C(=O)c3ccc(-c4nc(COc5ccccc5)c(C)o4)cc3)CC2)cc1	-9.3%
O=C(NCc1ccccc1)c1ccc(Cn2c(=O)c3cccn3c3cccnc32)cc1	-1.5%
O=C(CSc1nc(=O)n(Cc2ccccn2)c2c1CCC2)Nc1cccc(Cl)c1	4.4%
Cc1ccc(C)c(N2CCN(C(=O)Cn3ncc4c(=O)oc5ccccc5c43)CC2)c1	8.91µM*
CCC(C(=O)NCCc1ccccc1)n1nc(C)n2c(cc3sccc32)c1=O (stereo unspecified)	2.0%
CCCOc1ccc(-c2nn(-c3ccccc3)cc2C2NC(=O)NC(C)=C2C(=O)OC)cc1C (stereo unspecified)	5.4%
COc1ccc(Cn2c(=O)c3cccnc3n(Cc3cccc(F)c3)c2=O)cc1	-0.3%
O=S(=O)(NCCc1csc2nc(-c3ccc(Cl)cc3)nn12)c1ccc2c(c1)OCCO2	12.7%
CCCCOC(=O)c1ccc(Nc2nc3ccccc3c3nnc(C)n23)cc1	32.8%
COc1ccc2c(c1)c1c(c(=O)n(Cc3ccccc3)c(=O)n1Cc1ccc(C)cc1)n2C	-4.3%
Cc1cc(C)n(-c2nc3ccccc3nc2Nc2cccc(C(=O)NCCc3ccccc3)c2)n1	6.2%
CCCCCCc1cc2cc(-c3nnc(-c4cccc(Cl)c4)o3)c(=O)oc2cc1O	-2.6%
COc1cccc(CN(C(=O)COc2ccc(Cl)c(C)c2)C2CCS(=O)(=O)C2)c1 (stereo unspecified)	7.7%
COc1ccc(N(C(=O)COc2ccccc2OC)S(=O)(=O)c2ccc(Cl)cc2)cc1	-14.2%
CCc1ccc(-n2c(=O)c3c4c(sc3n(CC(=O)NCCCOC)c2=O)CCC4)cc1	-3.8%
COc1cc2c(=O)c(S(=O)(=O)c3ccc(F)cc3)cn(Cc3ccc(Cl)cc3)c2cc1OC	3.2%
Cc1cc(OCC(=O)N(Cc2ccc(N(C)C)cc2)Cc2ccco2)cc(C)c1Cl	0.2%
CCOc1cc(C#N)c(NC(=O)c2ccc(OC)c(S(=O)(=O)N3CCCC3)c2)cc1OCC	-0.1%
Additional structures:
SMILES	Sm TGR inh
COc1ccc(C2C(C(=O)Nc3ccccc3)=C(C)Nc3nc(-c4ccccc4Cl)nn32)cc1OC (stereo unspecified)	-1.2%
COc1ccc(-c2c(C#N)c(SCC(=O)Nc3ccc(C)cc3)nc(C)c2C(=O)Nc2ccccc2)cc1	9.3%
COc1cccc(CNC(=O)c2cc(-c3cccc(OC)c3)n[nH]2)c1	-6.7%
COc1ccc(C(=O)c2sc3nc4c(c(C(F)(F)F)c3c2N)CN(C(C)=O)CC4)cc1OC	0.8%
CCOC(=O)c1ccc(NC(=O)CCn2c(=O)c3cccn3c3cccnc32)cc1	1.3%
CCOC(=O)c1c(NC(=O)c2nc(SCC)ncc2Cl)sc2c1CCCC2	18.0%
CCC(=O)N1CCc2cc(CNC(=O)C(CC)c3ccccc3)ccc21 (stereo unspecified)	5.7%
Cc1ccc(-n2ncc(C(=O)Nc3ccc4c(c3)OCO4)c2C2CCN(C(=O)OC(C)(C)C)CC2)cc1	0.2%
Cc1cc(O)c(C(c2ccccc2)N2CCN(c3ccc(F)cc3)CC2)c(=O)n1Cc1ccco1 (stereo unspecified)	3.55µM*
Cc1ccc(-c2nnc(Nc3ccc(Cl)c(Cl)c3)c3ccccc23)cc1S(=O)(=O)NCCO	-10.5%
COc1cccc(CNC(=O)CCc2c(C)c3cc4c(C)c(C)oc4cc3oc2=O)c1	-2.5%
CN(C)c1ccc(CNC(=O)CN2C(=O)CCn3nc(-c4cn(C)c5ccccc45)cc32)cc1	-0.2%
Cc1ccsc1CN(C(=O)COc1ccccc1Cl)C1CCS(=O)(=O)C1 (stereo unspecified)	4.1%
COc1ccc(-c2cc(C(F)(F)F)n3nc(C)c(-c4ccccc4)c3n2)cc1OC	3.8%
COc1ccccc1NC(=O)Cn1c(=O)n(CCc2ccccc2)c(=O)c2c3c(sc21)CN(C(C)=O)CC3	2.0%
Cc1csc2nc(-c3cccc(NC(=O)c4ccc(S(N)(=O)=O)cc4)c3)cn12	-0.7%
COc1cccc(NC(=O)Cn2c(=O)ccc3cc(S(=O)(=O)N4CCC(C)CC4)ccc32)c1	-1.0%
COc1cccc(CNCCSc2nnnn2C)c1OCc1ccccc1Cl	-1.1%
Cc1ccc(Cn2c(CN3CCC(C(=O)O)CC3)cc3ccccc32)cc1	-3.3%
Cc1ccc(Nc2sc(C(=O)c3ccccc3)c(N)c2S(=O)(=O)c2ccccc2)c(C)c1	?
COc1ccc(-c2nc(C)c(CCNC(=O)c3cccs3)s2)cc1OC	0.2%
COc1ccc(-c2nc(CS(=O)CC(=O)NCc3ccccc3Cl)c(C)o2)cc1OC (stereo unspecified)	-21.0%
COc1ccccc1-c1nnc(C2CCN(C(=O)c3ccc(C)cc3)CC2)o1	0.6%
COc1ccc(-n2ncc(C(=O)N3CCN(C4CCCCC4)CC3)c2C2CCN(C(=O)OC(C)(C)C)CC2)cc1	-14.6%
COc1ccccc1N1CCN(C(=O)c2cc3c(=O)n(Cc4cccs4)ccc3nc2C)CC1	-10.1%
O=C(COc1ccc(Cl)cc1)Nc1cc(-c2ccccc2)no1	1.1%
O=C(Cn1c(=O)nc(-c2ccccc2)c2cc(Cl)ccc21)NCc1ccccc1	3.9%
CCCOc1ccc(C2c3c(-c4ccccc4O)n[nH]c3C(=O)N2Cc2cccnc2)cc1 (stereo unspecified)	-17.8%
CCCn1cc(S(=O)(=O)c2ccc(CC)cc2)c(=O)c2cc(F)c(N3CCN(C)CC3)cc21	3.5%

Gathered by group: the entries above with two or more sulfur atoms.
SMILES	Sm TGR inh
CCc1ccccc1N(CC)C(=O)c1cc2c(s1)-c1ccccc1SC2	10.8%
COCCCNC(=O)CCCn1c(SCC(=O)c2ccc(F)cc2)nc2c(sc3ccccc32)c1=O	-11.8%
CCOc1ccc(-c2cccc(NS(=O)(=O)c3ccc(C)s3)c2)nn1	4.8%
CN(C(=O)CSc1nc2ccc(NC(=O)c3cccs3)cc2s1)c1ccccc1	-0.1%
COc1cccc(CSc2nc3n(n2)C(c2cccs2)C(C(=O)Nc2ccccc2C)=C(C)N3)c1 (stereo unspecified)	0.7%
O=C(CSc1oc(-c2ccccc2)nc1S(=O)(=O)c1ccccc1)c1ccccc1	0.6%
COc1ccc(S(=O)(=O)NCCc2csc(-c3cccc(F)c3)n2)cc1OC	-1.8%
O=S(=O)(NCCc1csc2nc(-c3ccc(Cl)cc3)nn12)c1ccc2c(c1)OCCO2	12.7%
CCOC(=O)c1c(NC(=O)c2nc(SCC)ncc2Cl)sc2c1CCCC2	18.0%
Cc1ccsc1CN(C(=O)COc1ccccc1Cl)C1CCS(=O)(=O)C1 (stereo unspecified)	4.1%
Cc1csc2nc(-c3cccc(NC(=O)c4ccc(S(N)(=O)=O)cc4)c3)cn12	-0.7%
Cc1ccc(Nc2sc(C(=O)c3ccccc3)c(N)c2S(=O)(=O)c2ccccc2)c(C)c1	?
COc1ccc(-c2nc(C)c(CCNC(=O)c3cccs3)s2)cc1OC	0.2%
